FXIa inh: inhibitors of human coagulation factor XIa; P03951; purified FXIa, Boc-Glu-Ala-Arg-AMC fluorogenic substrate; inhibition, % at 5 µM; actives 0.14% (n = 220,000); AID 798;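 active means inhibition of at least 40%; inactive means inhibition below 40%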;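 further: fluorescence of freed AMC excited at 355 nm; 0% = enzyme without compound and 100% = no enzyme blank; many of its hits are not listed in these tables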
thrombin 1536: inhibitors of human thrombin | actives 0.26% (n = 220,000) | alpha-thrombin, Boc-VPR-AMC fluorogenic substrate cleavage | P00734 | inhibition, % at 5 µM;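 active means inhibition at or above 40%; inactive means inhibition below 40%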;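 further: 0% = enzyme with no compound and 100% = wells without enzyme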
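System: Human alpha-thrombin protein | Medium: pH 7.5 Tris (50 mM) with NaCl 150 mM, Tween 20 0.05% | Times: Enzyme reaction carried out at room temperature | Detection: AMC fluorescence, 355/460 nm | Evaluation: Percent inhibition scaled between no-compound controls and no-enzyme blanks | Benchmarks: Enzyme without compound as high, wells lacking enzyme as low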
KLK5 inh: blocks human kallikrein 5 protease activity; actives 0.59% (n = 210,000); recombinant hK5, fluorogenic AMC substrate cleavage; inhibition, % at 5 µM;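 active means inhibition of 40% or more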;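 further: 0% = enzyme controls without compound and 100% = no-enzyme blanks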
Target sequence (Q9Y337 67-293 limits assumed): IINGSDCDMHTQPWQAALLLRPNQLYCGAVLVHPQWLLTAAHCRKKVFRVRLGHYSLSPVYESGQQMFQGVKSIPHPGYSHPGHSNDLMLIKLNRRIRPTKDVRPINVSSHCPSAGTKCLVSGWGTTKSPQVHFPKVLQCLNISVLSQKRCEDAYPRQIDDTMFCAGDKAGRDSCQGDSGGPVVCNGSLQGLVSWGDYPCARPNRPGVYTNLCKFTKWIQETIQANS
FXIIa inh: factor XIIa (human) inhibition. inhibition, % at 5 µM. actives 0.3% (n = 220,000). purified FXIIa, Boc-QGR-AMC fluorogenic substrate, 2 h. P00748; in the data active means inhibition above about 40%;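 further: 0% = enzyme with no compound and 100% = blank without enzyme; many of its hits are not listed in these tables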
Target sequence (P00748 20-372 limits assumed): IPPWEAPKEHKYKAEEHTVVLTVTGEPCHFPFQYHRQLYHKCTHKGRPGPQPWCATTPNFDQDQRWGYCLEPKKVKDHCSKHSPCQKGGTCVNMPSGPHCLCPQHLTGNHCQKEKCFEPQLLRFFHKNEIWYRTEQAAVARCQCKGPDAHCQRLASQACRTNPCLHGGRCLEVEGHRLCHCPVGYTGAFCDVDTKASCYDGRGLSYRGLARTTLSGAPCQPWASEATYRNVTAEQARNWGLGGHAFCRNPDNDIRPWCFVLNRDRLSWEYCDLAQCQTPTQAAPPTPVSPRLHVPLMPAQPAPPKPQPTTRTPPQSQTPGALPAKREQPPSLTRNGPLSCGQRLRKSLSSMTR
Target sequence (P00748 373-615 limits assumed): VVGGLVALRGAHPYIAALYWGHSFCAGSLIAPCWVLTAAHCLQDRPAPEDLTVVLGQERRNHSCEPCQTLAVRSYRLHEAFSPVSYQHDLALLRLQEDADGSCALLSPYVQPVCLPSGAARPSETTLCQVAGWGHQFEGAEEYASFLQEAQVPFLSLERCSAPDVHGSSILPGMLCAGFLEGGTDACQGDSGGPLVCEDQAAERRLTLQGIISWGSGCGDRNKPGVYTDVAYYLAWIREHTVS
Runt-CBFb FRET: Runt domain-CBFb interaction inhibition; inhibition, % at 20 µM; Cerulean-Runt/Venus-CBFb FRET ratio 530/480, 1 h; actives 0.46% (n = 220,000);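 active means inhibition over about 50% at 20 µM in the single-dose screen, limit read from the data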;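 further: 0% = DMSO wells and 100% = excess unlabeled CBFb competitor control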
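Measured by: fluorescence energy transfer, 422 nm excitation, 530/480 nm emission; Assay system: Cerulean-Runt domain; Medium: Tris pH 7.5 buffer with BSA; Measure: loss of energy transfer signal; Controls: 5 µM unlabeled CBFb as full-inhibition high control; Incubation: protein complex preformed 1 h, compound exposure 1 h, room temperature, dark.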
Wee1 degr inh: human Wee1 degradation inhibition, primary screen | HeLa Luc-Wee1K328M stability, luciferase luminescence; 100% = proteasome inhibitor MG132 effect | P30291 | AID 1321 | actives 1.2% (n = 220,000) | reporter increase, % at 5 µM;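 active means activation above the mean of all tested compounds plus 3 SD, set per screening run, cut at about 8.8% in these data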;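 further: cells exposed to compound for 20 h before luminescence read; 0% = DMSO alone and 100% = MG132 at 30 µM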
Hck-Nef inh: human Hck-Nef kinase inhibition | Recombinant Hck-YEEI plus Nef, Z-Lyte FRET kinase assay | inhibition, % at 20 µM | actives 0.68% (n = 220,000) | AID 463187;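 active means Hck-Nef kinase inhibition above about 50%, limit read from the data; inactive means inhibition below that limit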;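 further: 0% = DMSO with Hck plus Nef and 100% = Hck alone without Nef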
14-3-3 Bad PPI: disrupts binding of bovine 14-3-3 zeta to phospho-Bad peptide; P63103; TR-FRET 14-3-3zeta/Dy647-pBad peptide displacement, 1 h; inhibition, % at 21.7 µM; actives 0.71% (n = 220,000); AID 781;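 active means inhibition above about 70%, limit read from the data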;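 further: 0% = full 14-3-3 plus peptide FRET controls and 100% = background without 14-3-3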
Target sequence (P63103 whole entry, looked up): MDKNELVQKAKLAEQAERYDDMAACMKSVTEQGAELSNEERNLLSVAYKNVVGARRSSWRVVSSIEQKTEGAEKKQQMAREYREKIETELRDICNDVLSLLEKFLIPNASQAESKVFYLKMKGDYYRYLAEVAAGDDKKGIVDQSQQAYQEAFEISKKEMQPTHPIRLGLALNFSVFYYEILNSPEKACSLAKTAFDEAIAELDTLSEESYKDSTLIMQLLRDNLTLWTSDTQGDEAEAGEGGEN
Runt-SMMHC FRET: Runt domain-CBFb-SMMHC interaction inhibition | AID 1434 | Q01196+Q13951 | inhibition, % at 20 µM | actives 0.74% (n = 220,000) | Cerulean-Runt/Venus-CBFb-SMMHC FRET ratio 530/480, 1 h;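 active means mean inhibition across duplicate retests at 20 µM reaching about 50%, limit read from the data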;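 further: 0% = DMSO wells and 100% = wells with excess untagged CBFb-SMMHC; inhibitors lower the FRET ratio by blocking Runt binding to CBFb-SMMHC; some results filed as inactive read as strong as hits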
* hit, by the source's call; . = no result given; & = joins results of further samples; [ ] = remark or other dose.

SMILES	FXIa inh	thrombin 1536	KLK5 inh	FXIIa inh	Runt-CBFb FRET	Wee1 degr inh	Hck-Nef inh	14-3-3 Bad PPI	Runt-SMMHC FRET
O=C(COC(=O)Cc1ccccc1F)Nc1cccc(F)c1	2	1	11	7	1	-3	-61	4	-1
CCCNC(=O)Cn1c(-c2ccc(F)cc2)cc(C(=O)OCC)c1C	-3	1	1	2	0	6	23	-2	1
CC1(C(=O)NCC2CCCO2)Oc2cccnc2NC1=O (stereo not given)	-1	-2	-6	0	0	1	-12	3	-4
COC(=O)c1c(NC(=O)CCCC(=O)O)sc2c1CCC2	1	-1	-4	6	1	1	-2	.	1
COC(=O)c1ccc(CSc2nc(-c3ccco3)cc(C(F)(F)F)n2)o1	-8	0	1	12	3	1	1	0	-2
COc1ccc(N2C(=O)CC(NNC(=O)c3ccco3)C2=O)cc1 (stereo not given)	-1	18	-1	7	-1	3	14	3	4
Cc1ccc(Nc2nc(N)nc(CCl)n2)c(C)c1	-2	-9	-1	1	1	-1	13	-5	0
N/C(=N\OC(=O)c1ccc(Cl)cc1Cl)c1ccncc1	3	-4	4	9	2	0	17	-5	0
Cc1ccc(C(=O)O/N=C2\CC3CCC2(C)C3(C)C)cc1 (stereo not given)	0	-2	-11	9	-2	-3	-1	-13	3
COc1cccc(N2CCN(C3CC(=O)N(c4cccc(Cl)c4)C3=O)CC2)c1 (stereo not given)	7	0	-12	10	1	-1	3	-5[fluorescence artefact?]	3
O=C(Cc1ccccc1[N+](=O)[O-])N1CCc2ccccc2C1	-3	9	-10	7	0	-2	27	-4	6
Cc1cc(=O)cc(C)n1-c1ccccc1N1CCOCC1	-3	-3	-7	4	0	-1	1	12[fluorescence artefact?]	-118
C=CCNC(=O)C1CCN(S(C)(=O)=O)CC1	2	1	-22	14	-2	-1	1	14	2
Cc1cccc(NC(=O)c2ccc(S(=O)(=O)N(C)C)cc2)n1	3	6	-8	6	0	-2	-6	5	1
O=S(=O)(NCc1csc(-c2cccnc2)n1)c1ccc(Cl)s1	0	0	0	9	0	8	3	20	3
CCOc1ccc(/C=c2\sc3nc(-c4ccco4)nn3c2=O)cc1OCC	3	23	29	9	13	0	3	-7	-13
Cc1cc(C)c2c(CN3CCN(Cc4ccc5c(c4)OCO5)CC3)cc(=O)oc2c1	10	-2	0	11	-1	-3	0	10[fluorescence artefact?]	-2
CC1(C)CC(=O)C(/C=N/c2ncccc2C(=O)O)=C(O)C1	11	3	3	34	-1	-2	-2	26	-6
O=C(Nc1ccccc1C(=O)NCC1CCCO1)c1ccccc1 (stereo not given)	1	-4	-2	10	-1	-1	0	9	2
O=C(NCC(=O)N1CCCC1C(=O)O)OC1CCCCC1 (stereo not given)	6	10	12	21	0	5	0	-5[fluorescence artefact?]	2
Cc1cccc(-n2c(C)cc(/C=N\NC(=O)c3ccco3)c2C)c1	-1	1	-3	9	2	3	8	-7	2
CCN(CC)S(=O)(=O)c1ccc2c(c1)nc(CCC(=O)Nc1ccc3c(c1)OCO3)n2CC	18	8	-1	25	1	-3	2	6[fluorescence artefact?]	0
CCOc1ccc(N(CC(=O)Nc2cccnc2)S(C)(=O)=O)cc1	3	.	-2	4	1	-1	15	-3	-1
Cc1cccc(NC(=O)CCCn2cc([N+](=O)[O-])cn2)n1	1	0	-3	-1	0	8	13	-8	-1
CCc1n[nH]c(=S)n1/N=C/c1c(C)nn(-c2ccccc2)c1Cl	0	-1	7	8	5	0	3	-4	5
O=C(/C=C/c1ccc(Br)o1)NC(c1ccccc1)c1ccccc1	-1	-7	-7	-1	44	2	2	8	24
O=C(COC(=O)c1cn(-c2ccccc2)nc1-c1ccccc1)Nc1ncc(Cl)cc1Cl	-2	-3	-3	8	0	2	34	7	-6
Nc1nn(-c2cccc(F)n2)cc1-c1ccccc1	-5	-15	-3	1	-2	2	-12	0	3
CCCCNC(=O)COC(=O)c1ccc(Cl)c(S(N)(=O)=O)c1	6	-3	-5	13	1	3	-2	-14	-6
CC(=O)Nc1ccc2c(c1)ncn2-c1ccc(C)cc1	-3	-8	-16	6	0	0	27	-9	0
COc1ccc(Cn2c(O)c(C=Nc3ccc(O)cc3)c3ccccc3c2=O)cc1	1	-6	-13	12	-175	1	-1	-16	9
Cc1csc(SCC(=O)Nc2ccccc2[N+](=O)[O-])n1	-36	0	-20	-3	.	-1	-2	-5	-1
Clc1cccc(Cl)c1Cn1ccc(C2CC2)n1	-4	-6	-4	1	-2	-2	-22	-6	1
O=c1c2cc(Cl)cc(Cl)c2nc2n1CCC2	-2	-1	-2	7	0	-1	16	3	-1
Cc1cc(C)cc(OCC(=O)Nc2ccc3c4c(cccc24)CC3)c1	2	1	-18	14	-2	-1	0	47[fluorescence artefact?]	-5
COc1ccc(CC(C)N2CCN(c3cccc(C(F)(F)F)c3)CC2)cc1OC (stereo not given)	12	13	15	22	-3	-1	1	7	-2
O=c1c(-c2ccccc2)coc2cc(O)ccc12	-1	-6	0	7	0	3	6	4	-4
CC1(C)Oc2ccc3ccc(=O)oc3c2/C(=C/NCCN/C=C2\C(=O)C(C)(C)Oc3ccc4ccc(=O)oc4c32)C1=O	-2	-4	2	3	-14	-1	1	-10[fluorescence artefact?]	-4
Cc1cccc(Cl)c1OCCCCn1ccnc1	-3	-4	-8	7	-1	1	16	62	2
S=C(NCCCNC(=S)Nc1ccccc1)Nc1ccccc1	-1	18	5	5	4	1	0	-5	4
CCN(CC)C(=O)CSc1nc2sc(C)c(C)c2c(=O)[nH]1	-4	-5	-14	4	-1	0	0	5	0
Cc1nnc(SCC(=O)N2CCC(Cc3ccccc3)CC2)n(N)c1=O	4	0	2	-1	1	-2	5	-17	-7
CCc1nc(Cl)c(C#N)c2c1CSC(C)(C)C2	2	-12	-26	2	0	1	1	-1	0
CS(=O)(=O)N1CCC(Oc2ccccc2C(=O)NCCCc2cccnc2)CC1	11	13	17	15	2	3	-2	15	4
CC1(C(=O)NC(=S)N(CCC#N)Cc2cccnc2)CC1(Cl)Cl (stereo not given)	-1	-2	1	5	0	3	27	-13	-2
CN(C)c1ccc(C2N(c3ccc(Cl)cc3)C(=O)C3CCCN32)cc1 (stereo not given)	0	8	5	13	-1	0	6	6	0
Cc1cc(C)c2c(-n3cccc3)c(C(=O)NNS(=O)(=O)c3ccc(F)cc3)sc2n1	5	4	2	-5	-5	0	0	-12[fluorescence artefact?]	0
O=C(N/N=C/c1ccc(N2CCOCC2)s1)c1ccc(NS(=O)(=O)c2cccs2)cc1	-1	-2	-5	2	10	1	-124	-4	46
COc1ccc2c3c(cccc13)C(=O)N(O)C2=O	2	-2	-17	8	24	1	6	-24	40
O=C(N/N=C/c1ccccc1Cl)c1[nH]c2ccc(Br)cc2c1-c1ccccc1	1	22	16	4	-1	11*	0	9[fluorescence artefact?]	2
CNCc1c(C)nn(-c2ccccc2)c1C	-8	-13	-3	4	0	1	5	4	-2
COc1ccc(CNC(=S)N/N=C/c2ccc(OC)c(OC)c2)cc1	-1	2	-7	19	-2	2	1	-5	-2
Cn1c(-c2ccccc2)cnc1SCC(N)=O	10	-1	3	59*	-1	-2	3	-6	1
Cc1cn(C(=O)c2ccccc2)c(=S)n1-c1ccc(Br)cc1	-9	-3	-8	-4	18	0	-4	3	-1
COc1cc(OC)cc(-n2nnnc2SCC(=O)NCc2ccc3c(c2)OCO3)c1	4	-3	-8	12	-2	-2	7	9	-1
O=C(Nc1ccccc1)c1cc2ccccc2c(=O)s1	5	-1	-10	6	-1	0	5	4[fluorescence artefact?]	-2
Nc1nc(Cn2nnc(-c3ccccc3F)n2)nc(N2CCOCC2)n1	0	5	-1	14	2	1	-1	5	-1
CCOC(=O)c1ccc2c(c1)nc(C)n2CC	2	2	0	6	.	1	-5	-20[fluorescence artefact?]	.
O=C(CCCC(=O)N(CC(=O)NC1CCCCC1)Cc1ccc2c(c1)OCO2)Nc1ccccn1	-12	-7	-13	-11	-2	2	-18	1[fluorescence artefact?]	3
C=CCSc1nnc(CNC(=O)c2ccccc2C)n1C(C)C	-1	-2	1	6	-2	8	27	-3	0
Next records follow.
SMILES	FXIa inh	thrombin 1536	KLK5 inh	FXIIa inh	Runt-CBFb FRET	Wee1 degr inh	Hck-Nef inh	14-3-3 Bad PPI	Runt-SMMHC FRET
CCN1C(=O)/C(=C/c2cnn(CC)c2C)SC1=S	0	-4	-8	0	-8	-3	2	-12	1
COc1ccc2[nH]c(C)c(C(=O)CN(C)C)c2c1	-1	-4	2	10	-2	2	1	9	-4
COc1ccc(C(=O)Nc2ccc(N3CCCCC3)cc2)cc1Br	3	-2	-23	15	0	0	2	-14	-17
COc1ccc(NS(=O)(=O)c2ccc(-n3nnc4ccccc43)c([N+](=O)[O-])c2)cc1	3	1	-1	14	2	0	-19	-1	-1
Cc1ccc(C(C#N)N2CCOCC2)cc1 (stereo not given)	-1	-3	5	2	.	4	6	-12[fluorescence artefact?]	5
COc1ccc(C(=O)N2CCCC(c3nc(-c4cc(OC)c(OC)c(OC)c4)no3)C2)cc1 (stereo not given)	-3	-9	-17	8	-2	-1	0	-6[fluorescence artefact?]	4
O=C(COc1ccc(F)cc1)N1c2ccccc2CCc2ccccc21	-4	-15	-6	4	0	0	3	-5[fluorescence artefact?]	3
CCOC(=O)c1ccc(NC(=O)NC2CC3CCC(C2)N3C(=S)NC)cc1 (stereo not given)	-4	-18	2	-2	1	4	19	-17	-1
COc1cc(C(F)(F)F)nc2ccc(C#CCOC(=O)Nc3ccccc3)cc12	-2	-7	0	-1	1	2	13	7	-2
O=C(O)CCSc1ccc2ccccc2n1	7&-5	5&4	5&-13	17&2	3&1	0&1	0&1	3&-7	-38&0
CCOC(=O)C1CCCN(C(=O)c2cc3nc(-c4cccc(OC)c4)cc(C(F)(F)F)n3n2)C1 (stereo not given)	23	19	54*	26	-6	0	1	-2	-6
CCCCCC(C)NC(=S)NC(=O)c1cc(S(=O)(=O)N2CCOCC2)ccc1C (stereo not given)	22	-1	-5	24	-16	0	7	9	-9
CCC(=O)NNc1nc2c(C)cc(C)cc2s1	9	23	17	33	3	4	15	-7	0
CS(=O)(=O)NCc1nnc(SCc2ccccc2C(F)(F)F)o1	1	0	-1	3	-1	0	1	-2	0

4 entries drawn at random from those above:
SMILES	FXIa inh	thrombin 1536	KLK5 inh	FXIIa inh	Runt-CBFb FRET	Wee1 degr inh	Hck-Nef inh	14-3-3 Bad PPI	Runt-SMMHC FRET
COc1ccc(NS(=O)(=O)c2ccc(-n3nnc4ccccc43)c([N+](=O)[O-])c2)cc1	3	1	-1	14	2	0	-19	-1	-1
CCCCCC(C)NC(=S)NC(=O)c1cc(S(=O)(=O)N2CCOCC2)ccc1C (stereo not given)	22	-1	-5	24	-16	0	7	9	-9
COc1ccc(C(=O)Nc2ccc(N3CCCCC3)cc2)cc1Br	3	-2	-23	15	0	0	2	-14	-17
CCOC(=O)C1CCCN(C(=O)c2cc3nc(-c4cccc(OC)c4)cc(C(F)(F)F)n3n2)C1 (stereo not given)	23	19	54*	26	-6	0	1	-2	-6

Compound activity: PubChem BioAssay, several laboratories
